# Source: PubChem
# KCC2 mod: KCC2 cotransporter modulators, thallium flux, primary screen, cell-based, HEK293 KCC2, FluoZin-2 fluorescence, MLSMR. Solute carrier family 12 member 5 (Homo sapiens), Q9H2X9. KCC2 cells, thallium flux FluoZin-2 fluorescence. B-score of Tl+ flux slope (higher = more flux/activation; lower = inhibition) at 10 µM. 2.2% of 190,000 active. AID 1456, 2008;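 active = thallium flux slope and its plate-corrected score both differing from the plate sample mean at a set confidence after two filtering rounds, in either direction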;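 also: slope of fluorescence scaled to starting intensity during 10 to 20 s after thallium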
# Furin inhibitor: human furin inhibitors, primary screen, biochemical, fluorescence intensity; purified furin, fluorogenic substrate cleavage; inhibition, % at 30 µM; 0.061% of 220,000 active; in the data active = inhibition above about 25%; also: inactives centre near -15
# Target sequence (P09958 108-714 limits assumed): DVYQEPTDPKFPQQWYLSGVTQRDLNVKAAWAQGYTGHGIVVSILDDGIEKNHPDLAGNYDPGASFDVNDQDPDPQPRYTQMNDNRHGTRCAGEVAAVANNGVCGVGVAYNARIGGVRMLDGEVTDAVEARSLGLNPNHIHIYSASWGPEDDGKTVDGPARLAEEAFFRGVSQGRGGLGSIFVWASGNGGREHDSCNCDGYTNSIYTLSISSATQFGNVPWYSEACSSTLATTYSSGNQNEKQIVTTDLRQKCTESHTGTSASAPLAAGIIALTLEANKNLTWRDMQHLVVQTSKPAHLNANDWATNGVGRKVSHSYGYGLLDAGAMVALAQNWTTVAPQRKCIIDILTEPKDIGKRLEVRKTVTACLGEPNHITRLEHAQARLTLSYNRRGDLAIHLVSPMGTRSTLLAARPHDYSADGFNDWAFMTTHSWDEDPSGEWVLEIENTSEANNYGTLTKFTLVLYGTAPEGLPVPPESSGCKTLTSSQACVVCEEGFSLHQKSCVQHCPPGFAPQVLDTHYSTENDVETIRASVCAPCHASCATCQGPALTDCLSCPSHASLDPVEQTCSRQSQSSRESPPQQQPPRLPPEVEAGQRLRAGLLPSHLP
# eIF4E-4G inh: eIF4E–eIF4G protein interaction inhibitors, primary screen, biochemical, uHTS, TR-FRET, eIF4GI fragment. Eukaryotic translation initiation factor 4E (Mus musculus) + Eukaryotic translation …. 0.37% of 220,000 active. inhibition, % at 21.7 µM. TR-FRET eIF4E-eIF4GI(517-606) binding, 2 h;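 also: 0% = full FRET control wells and 100% = background wells lacking eIF4GI fragment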
# 14-3-3 Bad inh: inhibitors of 14-3-3 zeta/Bad binding, primary screen, biochemical, TR-FRET, bovine 14-3-3 zeta; 0.71% of 220,000 active; inhibition, % at 21.7 µM; AID 781, 2007; TR-FRET 14-3-3zeta/Dy647-pBad peptide displacement, 1 h;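 active = inhibition above about 70%, limit read from the data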;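 also: 0% = full 14-3-3 plus peptide FRET controls and 100% = background without 14-3-3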
# Target sequence (P63103 whole entry, looked up): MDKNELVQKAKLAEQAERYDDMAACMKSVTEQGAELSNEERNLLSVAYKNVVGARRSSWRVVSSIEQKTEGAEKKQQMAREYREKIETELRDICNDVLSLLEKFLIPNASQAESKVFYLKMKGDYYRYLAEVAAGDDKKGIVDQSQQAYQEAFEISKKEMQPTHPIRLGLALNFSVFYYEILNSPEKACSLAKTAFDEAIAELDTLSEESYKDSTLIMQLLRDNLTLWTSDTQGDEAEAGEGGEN
# Rad51 HR inh: human RAD51 strand exchange inhibitors, primary screen, biochemical, fluorescence; hRad51 DNA strand exchange, fluorescence dequenching; 0.085% of 200,000 active; inhibition, % at 10 µM; AID 1385, 2008; DNA repair protein RAD51 homolog 1 (Homo sapiens), Q06609;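 active = inhibition above 40% at the single screening dose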;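 also: 0% = DMSO control wells and 100% = blanks with heterologous ssDNA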
#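 Test system: preformed human Rad51 ssDNA filaments. Compound dosing: single dose, 10 µM final compound. Incubation: filaments 15 min 37 °C, then compound 30 min. Technique: FRET fluorescence dequenching, excitation 485 nm, emission 520 nm. Read-out basis: percent inhibition from fluorescence, normalised to plate control and blank means. Benchmarks: plate controls and plate blanks.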
# EBV gp42 inh: Epstein-Barr virus gp42 inhibitors, primary screen, biochemical, uHTS, fluorescence polarization. Fluorescence polarization binding assay, mP read-out. inhibition, % (tested at 21.74 µM). 0.42% of 220,000 active. AID 1085, 2008; in the data active = inhibition above about 50%
# Target sequence (Q1HVG2 whole entry, looked up): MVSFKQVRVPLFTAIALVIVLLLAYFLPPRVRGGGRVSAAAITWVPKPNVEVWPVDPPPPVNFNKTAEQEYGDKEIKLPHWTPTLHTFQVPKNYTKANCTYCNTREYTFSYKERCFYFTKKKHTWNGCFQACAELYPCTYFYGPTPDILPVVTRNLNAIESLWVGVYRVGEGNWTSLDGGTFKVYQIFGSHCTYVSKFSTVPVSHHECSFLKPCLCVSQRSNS
# KLK5 inh: human KLK5 protease inhibitors, primary screen, biochemical, 1536-well; AID 873, 2007; recombinant hK5, fluorogenic AMC substrate cleavage; 0.59% of 210,000 active; inhibition, % at 5 µM; Kallikrein-5 (Homo sapiens), Q9Y337;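 active = inhibition of 40% or more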;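 also: 0% = enzyme controls without compound and 100% = no-enzyme blanks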
# p47phox inh: p47phox/p22phox peptide binding inhibitors, primary screen, biochemical, uHTS, NADPH oxidase regulatory subunit; fluorescence polarization, 2 h; inhibition, % at 24.7 µM; 0.53% of 220,000 active;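 also: 0% = p47phox with labelled peptide and 100% = labelled peptide alone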
# thrombin 1536: human alpha-thrombin inhibitors, primary screen, counter-screen for coagulation protease inhibitor project, biochemical, 1536-well, fluorogenic AMC substrate | Prothrombin (Homo sapiens), P00734 | Boc-VPR-AMC fluorogenic substrate cleavage | inhibition, % at 5 µM | 0.26% of 220,000 active | AID 1046, 2008;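 active = inhibition at or above 40%; inactive = inhibition below 40%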;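 also: 0% = enzyme with no compound and 100% = wells without enzyme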
#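 Material: human alpha-thrombin protein; Also added: Boc-VPR-AMC substrate, 15 µM final; Timing: enzyme reaction carried out at room temperature; Signal: fluorescence, ex 355 nm, em 460 nm; Measure: % inhibition of thrombin; Controls: enzyme without compound as high, wells lacking enzyme as low.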
# An asterisk follows results filed as active; . = not tested or not shown; [ ] = dose if it differs, or a comment.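 The calls were made as follows, unless noted: active = inhibition above about 30% (limit read from the data); inactive = the rest.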
Structure,EBV gp42 inh,p47phox inh,14-3-3 Bad inh,eIF4E-4G inh,KLK5 inh,KCC2 mod,Furin inhibitor,thrombin 1536,Rad51 HR inh
CC(OC(=O)CNC(=O)c1ccccc1F)C(=O)Nc1nc(-c2ccccc2)cs1 (stereo unspecified),0,-9,1,4,-5,-1.2,-34,3,21
CCN(CC)Cc1cc(C(C)=O)ccc1OCC(C)C,-7,4,-6,0,-3,-0.82,-21,-7,3
COc1cc(/C=C2/C(=O)NN(c3cccc(C)c3)C2=O)cc([N+](=O)[O-])c1O,-2,-27,22,22,-6,-0.52,-15,-2,-4
CSc1nc(SC(C)C(=O)O)c2c3c(sc2n1)COC(C)(C)C3 (stereo unspecified),-5,-1,6,-2,0,4.8*,-20,-4,-5
Cc1cccc(Nc2nc(N)nc(CC(=O)CSc3ccc(Cl)cc3)n2)c1,-9,-23,5,0,-4,0.2,-17,-17,8
CCn1nnc(NC(=O)C(C)Oc2ccc(Cl)cc2Cl)n1 (stereo unspecified),11,-5,6[fluorescence artefact?],5[fluorescence artefact?],25,0.0023,-16,2,-2
Cc1ccc(/C=C/C(=O)N2CCN(c3ccc(F)cc3)CC2)o1,-18,1,-27,-4,-20,-0.86,1,-3,-105
COc1ccc(N2CCN(S(=O)(=O)c3ccc(Cl)c(C(F)(F)F)c3)CC2)cc1,8,-7,6,-3,-1,.,-17[20 µM],-6,-8
CCOC(=O)C1CN(c2cc3c(cc2F)c(=O)c(C(=O)O)cn3CC)OC1C(=O)OCC (stereo unspecified),-20,2,10,1,-8,0.089,-27,7,-4
COc1ccc(NS(=O)(=O)c2ccc(NC(=S)NC(=O)c3ccc(Br)cc3)cc2)nn1,6,-13,18,-2,30,0.17,-4,19,-6
Cc1cnc(NC(=O)CSc2ncc(-c3ccccc3)n2Cc2ccco2)s1,10,-4,-7,0,2,.,-24,-3,-10
CCOC(=O)C1CCCN(C2CC(=O)N(c3ccc(NC(C)=O)cc3)C2=O)C1 (stereo unspecified),-1,5,-4,1,0,0.035,-15,-1,12
O=C(NCc1ccccn1)c1ccc(Cn2c(=S)[nH]c3ccccc3c2=O)cc1,3,-5,69,-2,0,0.0096,-12,-19,9
CC1CCC(NC(=O)c2cnccn2)CC1 (stereo unspecified),-16,-13,-6,10,-9,0.072,-5[20 µM],2,5
CCNC(=O)COC(=O)CCNC(=O)c1ccc(Cl)cc1,-14,-11,-4,1,5,0.19,-30,-3,1

# Next results follow:
Structure,EBV gp42 inh,p47phox inh,14-3-3 Bad inh,eIF4E-4G inh,KLK5 inh,KCC2 mod,Furin inhibitor,thrombin 1536,Rad51 HR inh
COc1ccc(/C=C(/NC(=O)c2ccccc2)C(=O)N/N=C/c2ccc3c(c2)OCO3)cc1OC,-30,-12,-12[fluorescence artefact?],0[fluorescence artefact?],-15,1.6,-12[20 µM],7,10
Cc1cc(C)c(NC(=O)CCn2nnc3ccccc32)c(C)c1,-27,-9,-8,0,0,-0.25,-31,9,-28
CCCn1nc(NC(=O)c2ccncc2)c2cc3ccccc3nc21,-5,-20,.,.,-2,0.56,-7,7,-5
O=C(O)/C(=C\c1ccc(Cl)c([N+](=O)[O-])c1)c1ccc(S(=O)(=O)N2CCCCC2)s1,-2,-12,-2,4,0,-7.8*,-20,-3,.
Cc1[nH]n(C(C)(C)C)c(=O)c1Sc1ccc(Cl)cc1,1,-1,14,-9,-6,0.067,-18,-2,5
Cc1[nH]c2ccccc2c1C(=O)CN1C(=O)NC(C)(c2ccc(Cl)cc2Cl)C1=O (stereo unspecified),1,-46,9,0[fluorescence artefact?],-1,-0.14,-24,9,-4
CC(=O)Nc1c(C)ccc(CNC(=O)COc2cc(C)ccc2C)c1C,-5,-9,0[fluorescence artefact?],3[fluorescence artefact?],-7,-0.96,-16,-4,.
CCOc1ccc(OCC)c(NC(=O)C2CCN(S(=O)(=O)c3c(C)noc3C)CC2)c1,-12,-9,-7,-7,6,.,-11[20 µM],7,4
Cc1cc2cc3c(cc2nc1SCC(=O)O)OCCO3,-4,-8,5,0,-3,0.98,-2,-1,7
CC1=C/C(=C\C=C(C#N)C#N)N(C)c2ccccc21,-29,-172,29,7,5,-2,-7,1,.
CCc1c(C)c2c(C)nn(-c3ccccc3)c2[nH]c1=O,-12,-5,-4,-1,-3,-0.76,-21[20 µM],-8,6
COc1ccc(C)cc1NS(=O)(=O)c1ccc(NC(=O)CN(c2cc([N+](=O)[O-])ccc2C)S(C)(=O)=O)cc1,9,-30,-27,-1,5,0.039,-23,1,0
CCOC(=O)CN1C(=O)N[C@@H](c2ccccc2)C(C(=O)OC)=C1C,-9,-7,-11,-1[fluorescence artefact?],-11,-0.67,-1,-4,4
Cc1cc(C(=O)Nc2ccc(OCc3ccccc3)cc2)c(C)o1,0,2,1,3,-3,0.2,-26,-9,-3
CCOC(=O)c1ccc(NC(=S)Nc2cc(C)cc(C)n2)cc1,-6,-2,21,-4,-22,0.75,-9,0,2

# (more compounds)
Structure,EBV gp42 inh,p47phox inh,14-3-3 Bad inh,eIF4E-4G inh,KLK5 inh,KCC2 mod,Furin inhibitor,thrombin 1536,Rad51 HR inh
Clc1ccc(C2Nc3ccccc3-n3cccc32)cc1 (stereo unspecified),-29,-37,2,-4,8,0.16,-26,7,1
COc1ccc(NC(=S)NCCCN2CCCC2)cc1,-3,-11,-3,1,4,-0.24,-23,0,6
Cc1c(NC(=O)c2cc(-c3ccccc3O)on2)c(=O)n(-c2ccccc2)n1C,12,-6,1,1,-1,0.46,-19,-3,-12
CCOC(=O)Cn1c2c(c(=N)c3c1CCC3)CCC2,-8,8,-2,-10,-5,.,-19[20 µM],0,1
COc1ccccc1Nc1nc(N)nc(CSCCO)n1,8,-7,4,-2,-19,-0.19,-1[20 µM],3,-56
COc1ccc(NC(=O)N2CCC(n3cnc4ccccc43)CC2)cc1,-10,-2,-1,3,.,-1,-32,-3,.
COc1ccc(CCNc2cn[nH]c(=O)c2Cl)cc1OC,-4,5,-6,-4,0,-0.51,-26,-7,4
O=C(CSCc1ccc(F)cc1)NC1CCCC1,-13,2,-10,-9,-13,.,-13[20 µM],-10,-2
COc1cccc(C2=NOC(C(=O)Nc3cccc(C(C)=O)c3)C2)c1 (stereo unspecified),3,-7,7,4,1,0.039,-3,0,-4
N=C1S/C(=C\c2ccccc2)C(=O)N1c1ccc(F)cc1,-32,-65,5[fluorescence artefact?],-3,-4,0.2,-11,1,-4
O=C(CSc1nnc(CN2CCOCC2)n1-c1ccc(Cl)cc1)Nc1ccc2c(c1)OCO2,12,-2,4,2,3,.,-15[20 µM],-1,2
Cn1c(=NC(=O)c2ccc3c(c2)OCCO3)sc2cc(S(C)(=O)=O)ccc21,-12,3,6,-6,11,-0.33,-16,12,-4
COC(=O)C1=C(C)N(C)C(=S)NC1c1cc(OC)ccc1OC (stereo unspecified),5,-5,13,0,-6,1.1,-7,-2,4
O=C(CCCSc1nc2ccccc2[nH]1)NC1CCCCC1,-3,5,7,2,5,0.29,-24,-1,-1
O=C1CS/C(=N/N=C/c2ccco2)N1Cc1ccc(F)cc1,-15,-13,3,4,-3,0.92,-13,-6,-10

# (next part)
Structure,EBV gp42 inh,p47phox inh,14-3-3 Bad inh,eIF4E-4G inh,KLK5 inh,KCC2 mod,Furin inhibitor,thrombin 1536,Rad51 HR inh
O=C(Cc1cccs1)Nc1nnc(-c2ccc(F)cc2)s1,-3,-19,-11,1,-4,0.42,-18,-1,25
CCN(CC)CCCNC(=O)CCC(=O)Nc1ccc2nc(N3CCCCC3)cc(C)c2c1,-5,-11,4,-5,-23,0.26,-3,2,-11
CCS(=O)(=O)c1nc2ccccc2n1Cc1ccccc1Cl,-16,-2,-7,-1,-11,0.055,-11,-7,-2
Cc1ccc(-n2c(CNc3ccc(C)c(Cl)c3)n[nH]c2=S)cc1,-18,-12,-6,2,2,3.5*,-24,-4,2
CN=C1S/C(=C/c2cn(CC(=O)OC)c3ccccc23)C(=O)N1C,-19,-19,-3,-4,3,-0.94,-4,5,-15
CCCCN(C)CCNC(=O)Cn1c(=O)sc2ccccc21,0,7,3[fluorescence artefact?],-1[fluorescence artefact?],-1,0.76,1,-4,0
COc1cccc(/C=N/NC(=O)CCCc2ccc(OC)c(C)c2)c1,-7,-2,-4[fluorescence artefact?],9,-4,0.13,-10,-6,2
O=C(c1cccc(C(=O)N2CCN(c3ccc(F)cc3)CC2)c1)N1CCN(c2ccc(F)cc2)CC1,-14,-13,-9,6,-13,-0.54,-11,6,.
CCOC(=O)N/N=C/c1cn(CCCOc2ccc(C)cc2)c2ccccc12,-20,21,0,-4,-1,-0.024,-19,-3,-3
O=C(NCC1CCCO1)C1CCN(S(=O)(=O)Cc2ccccc2)CC1 (stereo unspecified),6,-3,6,3,5,0.044,-17,-8,2
COc1cccc(-c2nc(-c3ccccc3)no2)c1,-4,-5,-5,0,-4,-0.39,-23[20 µM],-5,-9
O=C(NC1CCCCC1)N(Cc1ccc(F)cc1)Cc1nc2ccccc2c(=O)[nH]1,-12,-3,17,3,-23,0.43,-14[20 µM],0,-7
COc1ccc2cc(S(=O)(=O)N3CCN(C)CC3)ccc2c1,-21,-7,11[fluorescence artefact?],1,10,0.62,-16[20 µM],-4,-4
CCOC(=O)c1c(C)n(C)c2ccc(OC)c(NC(=O)CN3CCC4(CC3)OCCO4)c12,-27,-15,-8[fluorescence artefact?],7,-19,-0.91,-10,-13,5
CCn1nnnc1NCc1cccc(Cl)c1,-2,-11,-8,-1,2,0.62,-31,4,3

# Continuation:
Structure,EBV gp42 inh,p47phox inh,14-3-3 Bad inh,eIF4E-4G inh,KLK5 inh,KCC2 mod,Furin inhibitor,thrombin 1536,Rad51 HR inh
COc1cccc(CN2CCNC(=O)C2CC(=O)NCCCn2ccnc2)c1 (stereo unspecified),-10,13,2,2,-2,1.8,-9,-2,-27
Cc1c(C(=O)O)sc2ncnc(N3CCCCC3C)c12 (stereo unspecified),-6,-5,8,3,6,-1.4,-9[20 µM],-5,-1
COc1cccc(C(=O)Nc2ccc(-n3nncc3C(C)(C)C)cc2)c1,-13,-7,-7,-3,1,-0.67,-28,-3,-1
Cc1cc(NC(=O)CSc2ccc3nnc(-c4ccc(F)cc4)n3n2)no1,-17,-2,-3,-16,-8,-0.14,-31,-8,5

# Among those listed so far, these have a furan ring, fused or not.
Structure,EBV gp42 inh,p47phox inh,14-3-3 Bad inh,eIF4E-4G inh,KLK5 inh,KCC2 mod,Furin inhibitor,thrombin 1536,Rad51 HR inh
Cc1ccc(/C=C/C(=O)N2CCN(c3ccc(F)cc3)CC2)o1,-18,1,-27,-4,-20,-0.86,1,-3,-105
Cc1cnc(NC(=O)CSc2ncc(-c3ccccc3)n2Cc2ccco2)s1,10,-4,-7,0,2,.,-24,-3,-10
Cc1cc(C(=O)Nc2ccc(OCc3ccccc3)cc2)c(C)o1,0,2,1,3,-3,0.2,-26,-9,-3
O=C1CS/C(=N/N=C/c2ccco2)N1Cc1ccc(F)cc1,-15,-13,3,4,-3,0.92,-13,-6,-10
